Screens deposited in PubChem BioAssay by The Scripps Research Institute Molecular Screening Center.
GBA activity up – enhancers of human beta-glucosidase activity in Gaucher fibroblasts. P04062. activation, % at 10 µM. actives 0.44% (n = 30,000). L444P Gaucher fibroblasts, 4-MU-glucoside fluorescence, 3 days; in the data active = activation above about 65%;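 note: 0% = vehicle wells and 100% = positive control wells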
Target sequence (P04062 whole entry L483P): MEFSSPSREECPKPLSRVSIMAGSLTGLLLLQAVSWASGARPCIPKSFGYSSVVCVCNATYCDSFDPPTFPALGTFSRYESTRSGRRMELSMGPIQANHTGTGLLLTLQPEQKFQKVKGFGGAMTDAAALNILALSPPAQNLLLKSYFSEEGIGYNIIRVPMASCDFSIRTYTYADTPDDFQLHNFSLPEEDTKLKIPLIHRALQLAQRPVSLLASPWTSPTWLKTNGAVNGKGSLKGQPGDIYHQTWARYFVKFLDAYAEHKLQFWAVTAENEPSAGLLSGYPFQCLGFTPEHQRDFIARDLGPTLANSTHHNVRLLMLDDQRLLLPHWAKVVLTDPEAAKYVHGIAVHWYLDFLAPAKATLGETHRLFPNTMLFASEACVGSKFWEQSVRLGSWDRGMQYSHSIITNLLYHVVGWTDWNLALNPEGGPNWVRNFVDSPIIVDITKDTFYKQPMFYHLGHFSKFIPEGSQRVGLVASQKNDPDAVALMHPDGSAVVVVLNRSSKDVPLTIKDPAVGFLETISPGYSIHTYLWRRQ
* marks the source's active call; other numbers are inactive results. A portion of the library; the hit share may differ from the screen's.

Screening O=C1CC(c2ccccc2)CC(O)=C1C=NCc1ccco1 (stereo not given) returned GBA activity up 5.4.
CC(NC(=O)c1ccc2c(c1)OCO2)C(c1cccs1)N1CCOCC1 (stereo not given) was read as GBA activity up 7.2.
`COC(=O)c1ccccc1NC(=O)CN1CCC(n2nnc3cc(F)ccc32)CC1` gave GBA activity up -8.6.
Screening COc1ccc(-c2cc(=O)n(-c3nc4ccccc4[nH]3)[nH]2)cc1 returned GBA activity up -82.4.
`COc1cccc(C2CC(c3ccc(Cl)cc3Cl)Nc3nc(N)nn32)c1` (stereo not given) gave GBA activity up -31.1.
Screening CCOC(=O)C1CCCN(Cc2nc(N)nc(Nc3ccccc3)n2)C1 (stereo not given) returned GBA activity up -6.1.
`COC(=O)C1=C(C)N(C)C(C)=C(C(=O)OC)C1c1cccc(Br)c1` gave GBA activity up 21.5.
Screening Cc1ccc(F)cc1NC(=O)c1ccc2c(c1)OCO2 returned GBA activity up 3.2.
Cc1ccc(-c2nn(C)c(=O)c3ccccc23)cc1CNC(=O)CN1CCOCC1 was read as GBA activity up -11.1.
CCN(CC)c1ccc(NC(=O)c2ccco2)c(C)c1 was read as GBA activity up -5.5.
Cc1ccc(-c2cc(C(=O)Nc3c(C#N)cnn3C)no2)cc1 was read as GBA activity up 9.7.
Screening CCc1nc2c(n1O)CCc1nonc1-2 returned GBA activity up -8.8.
For CCOc1ccccc1N1CCN(Cc2cccc(OC)c2O)CC1 the results were GBA activity up -1.2.
`O=C(Nc1cnc2sccn2c1=O)c1ccccc1Cl` gave GBA activity up 1.2.
COc1ccc(C2N=C(Nc3ccc(C)cc3)Nc3nc(C)cc(=O)n32)cc1 (stereo not given) was read as GBA activity up -1.9.
`CC(C)CC(OC(=O)c1ccco1)C(=O)NC1CCCCC1` (stereo not given) gave GBA activity up 0.3.
O=C1CC(c2ccco2)Cc2nc(Nc3nc(-c4ccccc4)c4ccccc4n3)ncc21 (stereo not given) was read as GBA activity up -56.3.
Screening CCC(=O)Nc1ccc(Oc2ccc3c(c2)C(=O)NC3=O)cc1 returned GBA activity up -23.1.
CN(C)c1nc(Nc2ccc(Cl)cc2)nc(OCC#N)n1 was read as GBA activity up -17.6.
`CCOC(=O)Cn1c2c(c(=N)c3ccccc31)CCC2` gave GBA activity up -61.5.

Looked up one by one from the entries so far:
`O=C(Nc1cnc2sccn2c1=O)c1ccccc1Cl` gave GBA activity up 1.2.
CCN(CC)c1ccc(NC(=O)c2ccco2)c(C)c1 was read as GBA activity up -5.5.
O=C1CC(c2ccco2)Cc2nc(Nc3nc(-c4ccccc4)c4ccccc4n3)ncc21 (stereo not given) was read as GBA activity up -56.3.
COc1ccc(C2N=C(Nc3ccc(C)cc3)Nc3nc(C)cc(=O)n32)cc1 (stereo not given) was read as GBA activity up -1.9.
Screening Cc1ccc(F)cc1NC(=O)c1ccc2c(c1)OCO2 returned GBA activity up 3.2.
Screening O=C1CC(c2ccccc2)CC(O)=C1C=NCc1ccco1 (stereo not given) returned GBA activity up 5.4.
Screening CCOC(=O)C1CCCN(Cc2nc(N)nc(Nc3ccccc3)n2)C1 (stereo not given) returned GBA activity up -6.1.

Next structures follow:
For CCOC(=O)c1cc2c(=O)n3cccc(C)c3nc2n(CCOC)c1=NC(=O)c1ccncc1 the results were GBA activity up -8.9.
`Cn1c(=O)c2c(nc(CN3CCOCC3)n2CC(O)CO)n(C)c1=O` (stereo not given) gave GBA activity up -18.3.
Nc1nonc1-c1nc2ccccc2n1Cc1ccc(F)cc1Cl was read as GBA activity up -32.4.
For CCC(=O)c1cc2c(cc1NC(=O)c1ccc(C)cc1)OCCO2 the results were GBA activity up -4.7.
Screening COc1cc2[nH]c(=S)n(CCN3CCOCC3)c(=O)c2cc1OC returned GBA activity up -2.8.
`Cn1nnnc1Sc1ncnc2scc(-c3ccc(F)cc3)c12` gave GBA activity up -15.3.
`CCSC1=N/C(=C\c2ccc3c(c2)OCO3)C(=O)S1` gave GBA activity up 1.7.
Screening Cc1ccc(NCC(O)C(O)C(O)CO)cc1C (stereo not given) returned GBA activity up -3.3.
O=C(Cn1cccc1)NCc1cccs1 was read as GBA activity up 10.5.
Screening COC(=O)c1cc(OC)c(OC)cc1NC(=O)c1oc2ccccc2c1C returned GBA activity up 10.5.
For COc1cc(NC(=O)NCc2ccncc2)cc(OC)c1OC the results were GBA activity up -13.5.
Nc1nncn1C(=O)CCCN1C(=O)c2ccccc2C1=O was read as GBA activity up 12.2.
CSc1ccc(CN(C)CC(=O)NC(=O)NC(C)(C)C)cc1 was read as GBA activity up -17.0.
Cc1ccc(S(=O)(=O)NCc2ccc(C(=O)NCCCN3CCN(C)CC3)cc2)cc1 was read as GBA activity up 3.3.
CNC(=O)CN(Cc1ccccc1)S(=O)(=O)c1ccccc1 was read as GBA activity up -49.2.
Screening Cc1ccc2cc(C#N)c(N3CCCN(C(=O)C4CCCO4)CC3)nc2c1C (stereo not given) returned GBA activity up -15.7.
`Cc1ccc(C(=O)CC2(O)C(=O)N(Cc3ccccc3Cl)c3ccccc32)o1` (stereo not given) gave GBA activity up 1.1.
`O=C(CSc1nc(-c2cccs2)cc(C(F)(F)F)n1)NCCCn1ccnc1` gave GBA activity up 0.2.
`c1coc(-c2nnc(SCc3nc4ccccc4[nH]3)o2)c1` gave GBA activity up -31.4.
For Nn1c(SCc2cn3ccsc3n2)nnc1-c1ccncc1 the results were GBA activity up -7.8.
`COc1ccc(NC(=O)Cn2nnc(-c3ccccc3N)n2)cc1OC` gave GBA activity up 1.3.
`CCc1ccc(NC2=NCC(=O)N2Cc2ccc3c(c2)OCO3)cc1` gave GBA activity up -15.7.
`CCn1c(Sc2nc(C)nc3scc(-c4cccs4)c23)n[nH]c1=O` gave GBA activity up -7.0.
For O=C(NCCc1cn2ccccc2n1)c1ccc(Br)o1 the results were GBA activity up 8.0.
Cc1ccc(C)n1-c1ccc(-n2cnnn2)cc1 was read as GBA activity up -12.5.
For NC(=O)CSc1nnc(-c2cnccn2)n1-c1ccccc1 the results were GBA activity up 4.7.
`Cc1cc(N2CCOCC2)nc2ccc(NC(=O)CCC(=O)N3CCCCC3)cc12` gave GBA activity up -10.0.
`Cc1cc(/C=N/n2cnnc2)c(C)n1-c1cc(Cl)ccc1Cl` gave GBA activity up -8.0.
For Cc1ccccc1-n1c(SCc2c(C)noc2C)nnc1-c1ccncc1 the results were GBA activity up -30.2.
For CCOC(=O)C(NC(=O)CC)(Nc1ccc(S(=O)(=O)Nc2onc(C)c2C)cc1)C(F)(F)F (stereo not given) the results were GBA activity up -35.5.
`COCCCNC(=O)C1CC(=O)N(c2ccc(C)cc2)C1` (stereo not given) gave GBA activity up -52.6.
O=C(COC(=O)CCC(=O)c1ccc(Cl)cc1)NCC1CCCO1 (stereo not given) was read as GBA activity up -11.8.
`Cc1c(C(=O)N2CCCc3ccccc32)oc2ccc(S(=O)(=O)N3CCOCC3)cc12` gave GBA activity up -34.6.
Screening CCc1cccc(NS(=O)(=O)c2c(C)n[nH]c2C)c1 returned GBA activity up -4.5.
CC(C)CN(C(=O)COC(=O)c1cc2ccccc2oc1=O)C1CCS(=O)(=O)C1 (stereo not given) was read as GBA activity up -0.5.
O=C(c1ccc2ccccc2c1)N1CCN(c2ccccc2)CC1 was read as GBA activity up -1.0.
For O=C(CNC(=O)c1cccs1)NCCN1CCN(c2ccccc2F)CC1 the results were GBA activity up 19.9.
`CCCC(c1nnnn1Cc1ccco1)N1CCN(C(=O)c2ccco2)CC1` (stereo not given) gave GBA activity up 14.2.
Screening Clc1ccc(CSc2ncccn2)cc1 returned GBA activity up 2.0.
O=C(CCN1C(=O)C2CC=C(Cl)CC2C1=O)NCc1ccco1 (stereo not given) was read as GBA activity up 8.4.
c1ccc(C(Cc2nc(-c3ccccn3)no2)c2ccccc2)cc1 was read as GBA activity up -6.7.
Screening COc1ccccc1-c1noc(-c2ccccc2C(=O)Nc2ccccc2)n1 returned GBA activity up 5.1.
For C=C(C)c1cccc(C(C)(C)NC(=O)NCCCN2CCCC2=O)c1 the results were GBA activity up -7.8.
For Cc1ccccc1NC(=O)CSc1nnnn1C the results were GBA activity up 14.6.
`COCCNC(=O)C(c1ccco1)N(C(=O)Cn1nnc2ccccc21)c1cc(C)ccc1C` (stereo not given) gave GBA activity up 6.8.
`O=C(O)CSC1=NCCN1` gave GBA activity up -19.8.
For Cc1ccc(S(=O)(=O)N2CCN(C(=O)CSc3nc4ccccc4c(=O)[nH]3)CC2)c(C)c1 the results were GBA activity up -14.5.
`CN1C(=O)c2ccccc2C(C(=O)O)C1c1cn(C)c2ccccc12` (stereo not given) gave GBA activity up -17.3.
`COC(=O)c1cc(OC)c(OC)cc1NC(=O)c1c(-c2ccccc2)noc1C` gave GBA activity up 7.1.
`COCCOC(=O)C1=C(C)N(Cc2ccccc2)C(=O)NC1c1cccc(OC)c1OC` (stereo not given) gave GBA activity up -20.2.
`O=C(COC(=O)C1=COCCO1)NCCCc1ccccc1` gave GBA activity up -9.4.
For Cc1ccc(CCN2CC(C(=O)NCCN3CCCCCC3)CC2=O)cc1 (stereo not given) the results were GBA activity up 0.0.
`O=c1c(F)cn(C2CCCO2)c(=O)n1Cc1ccccc1F` (stereo not given) gave GBA activity up -12.7.
For CCN1CC2CCCC3(C1)C(=O)NC1(CCCCC1)N=C23 (stereo not given) the results were GBA activity up -15.3.
For COc1ccc(-c2nc(C#N)c(NCc3ccccc3Cl)o2)cc1OC the results were GBA activity up -27.6.
CCCSc1nnc(-c2cccc(S(=O)(=O)N(C)C)c2)n1-c1cc(OC)ccc1OC was read as GBA activity up -9.6.
For CCS(=O)(=O)N1CCCC(C(=O)NCCN(C)Cc2ccccc2)C1 (stereo not given) the results were GBA activity up -1.9.
`CCC12CN3CC(CC)(CN(C1)C3c1ccccc1Cl)C2O` (stereo not given) gave GBA activity up -1.9.
Screening CCN(CC)S(=O)(=O)c1ccc2c(c1)c(=O)c(C(=O)N1CCOCC1)cn2C returned GBA activity up 47.1.
For COc1ccc(CN(C(=O)c2ccco2)c2ccc(C)cc2)cc1OC the results were GBA activity up 4.8.
COc1cc2c(cc1OC)C(C(=O)NCC1COc3ccccc3O1)C(c1cccnc1)N(C)C2=O (stereo not given) was read as GBA activity up -43.4.
Screening CCCCCCSC1=C(C#N)C(c2ccc(C)o2)CC(=O)N1 (stereo not given) returned GBA activity up -4.8.
For Cc1cc(C)nc(SCCS(=O)(=O)Cc2ccccc2)n1 the results were GBA activity up -41.8.
CCc1nnc(NC(=O)c2ccc(OC)cc2OC)s1 was read as GBA activity up 2.5.
Screening CC(C)(C)C(=O)Oc1cc(N)n(S(=O)(=O)c2ccc(F)cc2)n1 returned GBA activity up 10.3.
CCOCCCNC(=O)c1ccc(CS(=O)(=O)Cc2ccc(C)cc2)o1 was read as GBA activity up -34.8.
Screening O=C(COc1ccc(-c2nnco2)cc1)NC1CCCc2ccccc21 (stereo not given) returned GBA activity up 0.0.
Screening CCOC(=O)N1CCC(NC(=O)c2ccc(OC)c(CN3CC(=O)N4CCCC4C3=O)c2)CC1 (stereo not given) returned GBA activity up -19.8.
`COC(=O)CSc1nnc(CNC(=O)c2cccs2)n1-c1cccc(C)c1` gave GBA activity up -34.2.
For CCC(C)NC(=O)C1(C)CCC(=O)N1CCc1ccc(OC)c(OC)c1 (stereo not given) the results were GBA activity up -38.6.

Of the compounds above, 2 contain a COOH group.
`O=C(O)CSC1=NCCN1` gave GBA activity up -19.8.
`CN1C(=O)c2ccccc2C(C(=O)O)C1c1cn(C)c2ccccc12` (stereo not given) gave GBA activity up -17.3.

No new results follow: an excerpt of the list.
Screening O=C1CC(c2ccccc2)CC(O)=C1C=NCc1ccco1 (stereo not given) returned GBA activity up 5.4.
CC(NC(=O)c1ccc2c(c1)OCO2)C(c1cccs1)N1CCOCC1 (stereo not given) was read as GBA activity up 7.2.
`COC(=O)c1ccccc1NC(=O)CN1CCC(n2nnc3cc(F)ccc32)CC1` gave GBA activity up -8.6.
Screening COc1ccc(-c2cc(=O)n(-c3nc4ccccc4[nH]3)[nH]2)cc1 returned GBA activity up -82.4.

The results go on.
`O=C(CN1CCN(C(=O)c2ccccc2)CC1)Nc1ncc(Br)cc1Br` gave GBA activity up -0.3.
CCOc1ccc(C(=O)NCCN(C)C)cc1 was read as GBA activity up -8.3.
O=C(NCCO)c1cc2ccccc2c(=O)s1 was read as GBA activity up -21.8.
O=C(O)c1ccc(COc2cccc(CO)c2)cc1 was read as GBA activity up -8.1.
COc1ccc(OC)c(NC(=O)C2CC(=O)n3ncnc3N2)c1 (stereo not given) was read as GBA activity up -3.7.
Screening Cc1cc(NS(=O)(=O)Cc2ccccc2)cc(C)c1OCC(=O)N1CCOCC1 returned GBA activity up -32.0.
CCc1nc(SCC(=O)Nc2ccccc2C(=O)OC)n[nH]1 was read as GBA activity up -15.0.
CCCS(=O)(=O)N1CCCC(C(=O)N2CCN(c3ccccc3)CC2)C1 (stereo not given) was read as GBA activity up -9.7.
For Cn1c(SCC(=O)O)nnc1C1CCCCC1 the results were GBA activity up -26.8.
`COc1cc(OC)cc(C(=O)NC2CCN(Cc3nnnn3Cc3cccs3)CC2)c1` gave GBA activity up 5.2.
`CC(=O)Nc1ccc(NC(=O)CSc2nnc(C3CC3)n2C)cc1` gave GBA activity up 10.3.
For Clc1ccc2c(N3CCCC3)ccnc2c1 the results were GBA activity up -10.0.
`CCC(=O)OCC(=O)c1c(N)n(Cc2ccccc2)c(=O)n(C)c1=O` gave GBA activity up 6.6.
Screening COc1ccc(CCN2C(=O)c3cccnc3C2=O)cc1OC returned GBA activity up -19.5.
